IMP-1 inh – blocks Pseudomonas aeruginosa IMP-1 metallo-beta-lactamase. purified IMP-1, nitrocefin hydrolysis, epi-absorbance fluorescence. inhibition, % at 5.6 µM. 0.45% of 290,000 active;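 active = inhibition above the mean plus 3 SD of all compounds in the same screening run, cut at about 4.5% in these data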;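 also: 0% = IMP-1 with DMSO and 100% = DMSO wells lacking enzyme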
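System: Purified IMP-1 | Read-out basis: Percent enzyme inhibition | Controls: IMP-1 with DMSO as 0%, enzyme-free DMSO as 100% | Replicates: One well per compound | Doses: 5.6 µM nominal single concentration | Detection: Epi-absorbance fluorescence, 480 nm excitation, 530 nm emission | Incubation: 25 °C, 15 min preincubation, 25 min reaction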
VIM-2 inh – inhibitors of Pseudomonas aeruginosa VIM-2 metallo-beta-lactamase; purified VIM-2, nitrocefin hydrolysis, epi-absorbance fluorescence; inhibition, % at 5.6 µM; 0.89% of 290,000 active;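 active = inhibition above the mean of all tested compounds plus 3 SD, cutoff set per screening run, cut at about 7.5% in these data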;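 also: red hydrolysis product quenches plate fluorescence so inhibitors raise well fluorescence; 0% = enzyme with DMSO and 100% = DMSO without enzyme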
NALP1 yeast inh – inhibitors of NALP1 inflammasome in yeast. S. cerevisiae NALP1/ASC/caspase-1 growth, X-gal OD620, 72 h. inhibition, % at 10 µM. 0.61% of 280,000 active. AID 2071; in the data active = inhibition mostly above about 24%, no sharp cut-off; inactive = mostly below about 32%; also: some compounds called inactive have numbers as strong as hits
M18AAP inhibitor – blocks P. falciparum M18 aspartyl aminopeptidase; recombinant PfM18AAP, H-Glu-NHMec fluorogenic cleavage; inhibition, % at 7.35 µM; 1.2% of 290,000 active; AID 1822;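 active = inhibition above the campaign mean inhibition over all tested compounds plus 3 SD, cut at about 28% in these data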;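 also: 0% = plate median of test compound wells and 100% = 2 mM ZnCl2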
NS3 helicase inh – blocks Hepatitis C virus NS3 helicase unwinding; NS3 helicase DNA unwinding, Cy5 molecular beacon fluorescence; 0.56% of 290,000 active; inhibition, % at 10.9 µM;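 active = inhibition above the mean of all tested compounds plus 3 SD, set per campaign, cut at about 35% in these data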;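 also: 0% = DMSO wells and 100% = thioflavine S control wells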
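Compound dosing – single dose, 10.9 µM nominal final, DMSO 0.8% final · System – NS3 helicase fragment of HCV · Buffer or medium – MOPS pH 6.5, MgCl2, DTT, Tween20, BSA · Signal – Cy5 beacon fluorescence read at start and 1 h · Also added – annealed dual-labelled DNA beacon duplex, ATP-started · Schedule – 1 h at 25 °C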
MEKK2wt PB1 HTS – raises or lowers MEK5 binding to wildtype human MEKK2 PB1 domain; bead flow cytometry, Alexa488-MEK5 binding to MEKK2 WT; actives lie on both sides; 1.1% of 290,000 active; Q9Y2U5; AID 1531; binding response (% of control), % at 10 µM; in the data active = binding response below about 67% or above about 130%
MEKK2mut PB1 HTS – signal of MEK5 binding to mutant human MEKK2 PB1 domain. 0.35% of 290,000 active. bead flow cytometry, Alexa488-MEK5 binding to MEKK2 mutant. percent response, % at 10 µM. AID 1530; in the data active = percent response above about 24%, passing the limit was not always enough; also: inactives centre near 1; some results filed as inactive read as strong as hits
UBC9 SUMO inh – inhibitors of human SUMOylation (UBC9); P63279; HTRF SUMOylation assay, SAE1/SAE2 + UBC9, in vitro; inhibition, % at 35 µM; 0.36% of 290,000 active; AID 2006; in the data active = inhibition above about 50%, passing the limit was not always enough; also: strong numbers were not always called active
Target sequence (P63279 whole entry, looked up): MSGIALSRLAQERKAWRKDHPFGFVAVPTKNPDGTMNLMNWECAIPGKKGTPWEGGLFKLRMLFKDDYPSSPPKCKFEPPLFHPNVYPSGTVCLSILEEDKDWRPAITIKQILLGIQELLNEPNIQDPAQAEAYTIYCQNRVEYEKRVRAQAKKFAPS
FID counter – fluorescent intercalator displacement, NS3 helicase counter-screen; DNA fluorescent intercalator displacement, fluorescence; inhibition, % at 7.9 µM; 0.17% of 290,000 active; in the data active = inhibition above about 37%;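 also: 0% = vehicle and 100% = reference compound; higher means more ethidium bromide displaced from hairpin DNA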
An asterisk follows results filed as active; . = no result given.

canonical_smiles,IMP-1 inh,VIM-2 inh,NALP1 yeast inh,M18AAP inhibitor,NS3 helicase inh,MEKK2wt PB1 HTS,MEKK2mut PB1 HTS,UBC9 SUMO inh,FID counter
COc1ccc(CCNC(=O)CCn2c(=O)[nH]c3cc(OC)c(OC)cc3c2=O)cc1OC,-1.4,-1.5,2,-3,2,103,-1,-14,-7
COC(=O)C(Cc1c[nH]c2ccccc12)NC(=O)C(C)C (stereo not drawn),-1.4,-0.6,8,-3,4,100,2,-6,1
COc1ccc(Cl)cc1C(=O)Nn1c(-c2cccs2)nc2ccccc2c1=O,-3.2,-4.0,1,0,-3,104,0,-12,0
COc1ccc(CCNC(=O)C(CCC(N)=O)NS(=O)(=O)c2ccc(Cl)cc2)cc1OC (stereo not drawn),-0.9,1.9,27,5,-1,102,3,15,-19
O=C(O)c1cccnc1Sc1ncnc2sc3c(c12)CCC3,-1.3,0.7,.,2,-3,86,-17,17,-3
Cc1cccc(C(=O)Oc2cccc3c(O)cccc23)c1,-0.9,0.2,12,14,16,92,-4,-15,-9
COc1ccc(NC(=O)Cn2c(=O)oc3ccccc32)cc1,-2.6,-2.5,.,-1,-2,86,-2,24,-3
O=C1CCC(C(=O)OCC(=O)C23CC4CC(CC(C4)C2)C3)N1 (stereo not drawn),-2.3,-0.6,10,-5,-3,104,5,1,-4
COCc1[nH][nH]c(=O)c1C=Nc1ccc(Oc2ccccc2)cc1,-2.1,-5.8,12,4,4,105,0,13,-12
CCOC(=O)[C@@H]1[C@H]2COc3cc(OC)ccc3[C@@H]2N2C(=O)N(c3ccc(C(F)(F)F)cc3)C(=O)[C@]12C,1.2,0.5,19,-6,-18,93,-6,-7,-14
Cc1nn(-c2ccccc2)c(=O)c2noc(C)c12,-4.0,-1.9,18,-6,-10,86,-23,17,8
CCOC(=O)c1cccc(NC(=O)CCS(=O)(=O)c2cccs2)c1,-4.1,-4.4,15,-3,0,114,4,14,-5
O=C(CNC1CCCCC1)Nc1ccc([N+](=O)[O-])cc1C(=O)Nc1ccccc1F,-2.9,-1.9,13,4,-3,91,-8,8,7
COc1cc(OC)c(OC)cc1CNC(=O)c1ccc(COc2ccccc2)cc1,-1.0,1.3,13,-14,-14,96,-4,5,-38
Cc1c(NC(=O)Nc2ccc(C(C)(C)C)cc2)c(=O)n(-c2ccccc2)n1C,-0.7,-0.5,13,-3,3,101,-3,-1,-26

(continued)
canonical_smiles,IMP-1 inh,VIM-2 inh,NALP1 yeast inh,M18AAP inhibitor,NS3 helicase inh,MEKK2wt PB1 HTS,MEKK2mut PB1 HTS,UBC9 SUMO inh,FID counter
COc1ccc(C(=O)N/N=C\c2coc3ccc(Cl)cc3c2=O)cc1,-0.9,-5.1,-3,-28,-1,98,4,8,-16
O=C(c1ccc(C(F)(F)F)cc1)N1CCC(=O)N(C(COCc2ccccc2)Cc2ccccc2)CC1 (stereo not drawn),-3.9,-0.6,14,-10,-9,97,2,-3,-39
Cc1ccc(CNn2cnnc2SCc2ccc(F)cc2)cc1,0.9,-0.2,-1,4,2,104,6,-2,-26
CCc1ccc(N2CC(C(=O)N3CCCCCC3)CC2=O)cc1 (stereo not drawn),-1.6,-3.9,0,-3,-7,103,3,5,-26
O=C(c1ccco1)N(CCC(c1ccccc1)c1ccco1)Cc1ccc(F)cc1 (stereo not drawn),0.7,-0.4,4,-3,3,108,5,-16,-30
O=C(NCC1(N2CCCCC2)CCCCC1)c1ccc(S(=O)(=O)N2CCCC2)cc1,-2.0,-2.1,7,1,-8,83,-15,16,3
COc1ccccc1CNC(=O)COC(=O)c1cccc(S(=O)(=O)N2CCCCC2)c1,-3.8,-2.5,4,2,-1,107,10,9,-25
Cc1ccc(CCN2CC(C(=O)NCCCN3CCN(C)CC3)CC2=O)cc1 (stereo not drawn),-3.7,-2.0,-16,0,9,112,4,-4,4
CCc1ccc(NC(=O)CSc2nc3ccccc3c(=O)n2CCCN2CCC(C)CC2)cc1,-2.7,-3.3,7,-3,-63,128,6,-6,16
COc1ccc(-c2cc(-c3ccccc3)nc(Cl)n2)cc1OC,-0.2,3.3,24,6,1,101,2,25,-16
COC(=O)c1ccc(OCC(O)CN2CCOCC2)cc1 (stereo not drawn),-4.5,-1.4,28,-10,16,108,17,3,1
Cc1nc2nc(CSc3nc4ccccc4s3)cc(=O)n2[nH]1,-2.0,-1.6,-20,-13,-1,103,-1,3,-9
COc1cccc(C2Oc3ccccc3C3CC(c4cccs4)=NN32)c1 (stereo not drawn),-0.7,-2.5,0,4,-3,81,-8,10,-2
Cc1oc(-c2ccc(Cl)cc2)cc1C(=O)O,0.0,1.4,.,3,22,95,-4,4,-5
CC(=O)c1cccc(NC(=O)COc2nsnc2N2CCOCC2)c1,-0.9,-1.7,-17,-2,0,116,9,5,-8

(list continues)
canonical_smiles,IMP-1 inh,VIM-2 inh,NALP1 yeast inh,M18AAP inhibitor,NS3 helicase inh,MEKK2wt PB1 HTS,MEKK2mut PB1 HTS,UBC9 SUMO inh,FID counter
Cc1ccc(/C=C2/C(=O)ON=C2c2ccccc2)o1,-2.4,-0.1,-4,4,21,84,-25,19,-14
Cc1ccc(SCCC(=O)N(C)CC(=O)Nc2c(C)cccc2C)cc1,-1.2,-1.7,0,4,-4,106,4,9,-24
Nc1c(C(=O)NCCc2ccc(Cl)cc2)sc2ccc(S(=O)(=O)N3CCCCC3)cc12,-2.7,-1.9,7,6,12,112,11,0,-14
O=P(OCC1CC1)(c1ccccc1)c1ccccc1,-4.0,-4.2,-10,3,-12,100,-1,-7,-11
Cc1cc(C)cc(NS(=O)(=O)c2c(C(=O)N3CCOCC3)c(C)n(C)c2C)c1,-1.3,-0.6,6,-2,-1,95,-1,6,-22
COc1ccc(OC)c(-n2c(C)cc(C=O)c2C)c1,-0.8,-0.4,15,3,-9,94,-7,4,-5
CC(C)(C)C1CCC(OCC(O)CN2CCN(c3ccccc3)CC2)CC1 (stereo not drawn),-3.5,-3.6,28,-4,-69,104,10,31,21
O=C(COC(=O)/C=C/C(=O)OCC(=O)NC12CC3CC(CC(C3)C1)C2)NC12CC3CC(CC(C3)C1)C2,-3.2,-2.6,14,-7,-14,95,-1,10,-14
CC(NC(=O)COC(=O)CCNC(=O)c1ccco1)C12CC3CC(CC(C3)C1)C2 (stereo not drawn),-1.6,-3.0,16,-15,15,103,5,-3,-35
CCC(C)N(CCNC(=O)c1ccc(NC2=NC3CS(=O)(=O)CC3S2)cc1)Cc1ccco1 (stereo not drawn),-3.1,-4.4,4,19,16,102,4,-2,-10
O=C(O)CCn1ccnc1-c1ccccc1,-2.1,0.0,12,-9,1,86,-10,18,-1
Cc1cc(=O)[nH]c(N/N=C2/CCCC/C2=C\c2ccccc2)n1,-5.2,-3.0,-18,20,3,93,-12,-5,-12
C/C(=N\NC(=O)c1ccc(C(=O)N/N=C(\C)c2ccco2)o1)c1ccco1,-0.3,0.8,14,-2,9,111,4,6,-25
CCCCc1ccc(NC(=O)N[C@@H](C)C(=O)O)cc1,-2.7,-1.5,18,-5,4,104,0,20,4
O=c1cc(CN2CCN(Cc3ccc(F)cc3)C(CCO)C2)[nH]c2ccccc12 (stereo not drawn),-1.7,-0.8,10,8,-5,106,3,0,-7

Further entries follow.
canonical_smiles,IMP-1 inh,VIM-2 inh,NALP1 yeast inh,M18AAP inhibitor,NS3 helicase inh,MEKK2wt PB1 HTS,MEKK2mut PB1 HTS,UBC9 SUMO inh,FID counter
CCOc1ccccc1N1CN(C2CCCCC2)CNC1=S,-1.8,-0.2,14,-18,2,97,-1,19,-7
NC(=O)c1ccccc1NC(=O)COc1ccc(Cl)cc1,-2.7,-3.1,0,0,3,100,10,14,-9
CN1CCN(C(=O)c2cc3ccccc3[nH]2)CC1,-1.7,-0.1,10,1,16,105,1,14,-1
COCCNC(=O)CSc1nc(N)c(NC(=O)c2ccccc2F)c(=O)[nH]1,-1.7,-2.8,30,-3,1,97,-2,5,3
CC(=O)N1[C@H](C)C=C[C@]1(Cc1ccccc1)C(=O)NCCc1c[nH]c2ccccc12,-2.9,-1.0,2,-4,13,93,-6,9,-29
O=C(CCn1c(=O)oc2ccccc21)Nc1ccc(N2CCOCC2)cc1,-2.4,-1.6,15,2,-5,99,-2,4,-11
O=C(Nc1cccc(Cl)c1)N1CCN2C(=O)c3ccccc3C12c1ccccc1 (stereo not drawn),-1.9,-1.0,5,-11,-20,94,-3,2,-21
O=C(COc1ccccc1)NC1CCCCCCC1,-3.3,-3.3,11,0,8,98,0,12,-28
O=C1c2ccc([N+](=O)[O-])cc2NC(c2ccco2)N1/N=C/c1ccco1 (stereo not drawn),-0.5,-3.5,.,40*,42*,107,-1,18,-3
CC1CCC(C(C)C)C(OC(=O)C[n+]2cccc(C(N)=O)c2)C1 (stereo not drawn),0.2,-2.2,17,-3,-34,107,2,-8,9
COc1ccc(-n2nc(C(=O)NCC(=O)NCCCN3CCOCC3)c3ccccc3c2=O)cc1,-1.6,-0.7,26,0,4,102,1,4,4
COc1ccc(/C=C(/C#N)C(=O)Nc2cccc([N+](=O)[O-])c2)cc1C(=O)O,-1.0,-1.0,3,0,11,98,-3,10,9
CCOc1ccc(CN2CCC(C(=O)N3CCN(c4ccccc4F)CC3)CC2)cc1OC,-2.4,-3.2,-1,6,1,98,-6,16,13
COc1ccc(-c2c3c(=O)n(C)c(=O)n(C)c3cn2-c2ccccc2O)cc1,-1.2,-0.8,.,0,10,90,-5,20,-19
CCOc1ccc(NC(=O)C2CCCN(c3nn4c(=O)cc(C)nc4s3)C2)cc1 (stereo not drawn),1.6,-3.3,-15,1,3,98,-2,0,-33

A draw from above in order of molecular weight, largest number first.
canonical_smiles,IMP-1 inh,VIM-2 inh,NALP1 yeast inh,M18AAP inhibitor,NS3 helicase inh,MEKK2wt PB1 HTS,MEKK2mut PB1 HTS,UBC9 SUMO inh,FID counter
CCc1ccc(NC(=O)CSc2nc3ccccc3c(=O)n2CCCN2CCC(C)CC2)cc1,-2.7,-3.3,7,-3,-63,128,6,-6,16
COc1ccc(C(=O)N/N=C\c2coc3ccc(Cl)cc3c2=O)cc1,-0.9,-5.1,-3,-28,-1,98,4,8,-16
Cc1nc2nc(CSc3nc4ccccc4s3)cc(=O)n2[nH]1,-2.0,-1.6,-20,-13,-1,103,-1,3,-9
COc1ccc(OC)c(-n2c(C)cc(C=O)c2C)c1,-0.8,-0.4,15,3,-9,94,-7,4,-5

Further compounds follow:
canonical_smiles,IMP-1 inh,VIM-2 inh,NALP1 yeast inh,M18AAP inhibitor,NS3 helicase inh,MEKK2wt PB1 HTS,MEKK2mut PB1 HTS,UBC9 SUMO inh,FID counter
O=C(NCc1ccco1)/C(=C/c1ccccc1)NC(=O)c1ccco1,-6.1,-3.6,1,-8,11,96,4,15,0
CNc1ccc(/C=C2\COc3ccccc3C2=O)cc1[N+](=O)[O-],-2.0,-2.8,3,4,-2,92,0,14,2
CCOc1cccc(C(=O)NC(=S)Nc2ccc(N3CCCC3)cc2)c1,1.1,-1.3,38,0,-6,101,5,-2,1
Cc1nnc2sc(-c3ccccn3)nn12,-3.2,-0.5,-3,-1,-6,106,3,-3,-3
CCCCCC(=O)Nc1ccc(-c2csc(N)n2)cc1,-1.5,-2.8,14,3,6,104,6,-36,-3
COC(=O)COc1ccc(/C=N/NS(=O)(=O)c2ccccc2)cc1,-4.5,-1.6,9,4,13,102,3,14,-9
CC1=NN(CCC#N)C(=O)/C1=C/c1ccc(N(C)C)cc1,-11,-9.6,-13,24,-1,109,-1,-14,1
